IDH1 R132H inh: blocks human mutant IDH1 R132H enzyme. Potency, µM (doses to about 76.6 µM), for inactives: top-dose activity change, negative = inhibition, usual class: inhibitors. IDH1-R132H enzyme, NADPH consumption, diaphorase/resazurin fluorescence. 0.093% of 390,000 active; also: potency is read from the fitted curve at half-maximal effect; % is scaled to controls: 0 for no effect and ±100 for the full control effect; nearly all actives have a fitted effect of over 65% in size
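IDH1-R132H (0.5 ug/mL) preincubated 30 min with compound, then NADPH (0.016 mM) and alpha-KG (2 mM) added; 80 min at RT, pH 7.5. Remaining NADPH coupled via diaphorase/resazurin to fluorescence (540/590 nm); concentration-response curves normalized to no-enzyme control.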
RGS4 inhibitor: inhibitors of human regulator of G protein signaling 4. Transcreener GDP fluorescence polarization, RGS4-accelerated GTP hydrolysis. Potency, µM (doses to about 114 µM), without a hit: top-dose activity change, negative = inhibition, hits mostly inhibitors. 0.039% of 390,000 active. AID 504845; also: potency is read from the fitted curve at half-maximal effect; % is scaled to controls: 0 for no effect and ±100 for the full control effect; nearly all actives have a fitted effect of over 75% in size; some results filed as inactive show a strong effect at the top dose
Target sequence (P49798 whole entry, looked up): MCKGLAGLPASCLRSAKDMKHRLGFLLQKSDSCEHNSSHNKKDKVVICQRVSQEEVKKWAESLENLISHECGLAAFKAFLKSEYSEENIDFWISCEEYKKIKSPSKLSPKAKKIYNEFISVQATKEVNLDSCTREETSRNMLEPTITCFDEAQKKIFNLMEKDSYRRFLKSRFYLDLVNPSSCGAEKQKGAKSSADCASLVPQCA
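MLSMR compounds (23 nl, pin-transferred) preincubated 10 min at room temperature with a 500nM (2x) first reagent, then RGS4 at 900nM (2x) plus Transcreener GDP mix added; fluorescence polarization (620/688 nm) read before and after 90 min at 30 °C.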
TrxR1 inh: blocks rat thioredoxin reductase 1 | 1% of 390,000 active | recombinant rTrxR1, NADPH fluorescence consumption, selenite substrate | O89049 | Potency, µM (top dose mostly 114 µM), inactives show at the highest dose activity change, negative = inhibition, most hits filed as inhibitors; also: potency is read from the fitted curve at half-maximal effect; % is scaled to controls: 0 for no effect and ±100 for the full control effect; nearly all actives have a fitted effect of over 65% in size
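Rat TrxR1 (90 nM in the dispensed reagent) was pre-reduced with 400 uM NADPH for 5 min at room temperature, then incubated with compound for 15 min. After 400 uM selenite was added, NADPH fluorescence (Ex 340/Em 450 nm) was followed for 8 min.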
Vif-A3F inh: Vif-A3F binding inhibition | HeLa A3F-eYFP + Vif (tagged APOBEC3F with the HIV-1 protein that degrades it), YFP fluorescence increase | Potency, µM (series often up to 46.1 µM), without a hit: at the top dose activity, negative = active | 0.2% of 390,000 active | AID 602313; also: potency is read from the fitted curve at half-maximal effect; % of control where 0% means no effect; nearly all actives have a fitted effect of over 65% in size
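Fluorescence increase (Ex 488/Em 500-530) after overnight compound treatment at 37 deg C flags inhibition of Vif-driven A3F-eYFP loss in stable HeLa A3F-eYFP/Vif cells seeded overnight beforehand.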
Glioma ERSR ind: inducers of ER stress response in human glioma cells. U87-MG GRP78 promoter luciferase reporter, 16 h. Potency, µM, for inactives: top-dose activation, usual class: activators. 0.02% of 420,000 active; also: potency is read from the fitted curve at half-maximal effect; series mostly up to about 76 µM; % of control where 0% means no effect; nearly all actives have a fitted effect of over 35% in size
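ERSR induction read as luciferase luminescence (Bright-Glo, 10 min at room temperature) in stably transfected human U87-MG glioma cells exposed to compounds for 16 h, using GRP78 as sensor.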
LDHA block: inhibitors of human lactate dehydrogenase A. AID 1347041. 0.15% of 480,000 active. activity change, % (values are at about 110 or 230 µM). P00338. purified LDHA, NADH/diaphorase-resazurin fluorescence; hits give low values; in the data active = activity change below about -30%; inconclusive = mostly about -25% to -30%;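 also: plate controls were DMSO wells for no effect and wells without enzyme for full effect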
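Remaining NADH was detected by diaphorase (0.133 mg/mL) converting 37 µM resazurin to fluorescent resorufin, read at 0 and 20 minutes. The preceding 5-minute room-temperature reaction used 2 nM LDHA, 0.2 mM sodium pyruvate and 0.06 mM NADH at pH 7.4.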
USP1 inh: USP1/UAF1 (human) deubiquitinase inhibition; recombinant USP1/UAF1, Ub-Rhodamine cleavage fluorescence; Potency, µM (series often up to 57.1 µM), without a hit: at the highest dose activity change, negative = inhibition, usual class: inhibitors; O94782; 0.23% of 390,000 active; also: potency is read from the fitted curve at half-maximal effect; % is scaled to controls: 0 for no effect and ±100 for the full control effect; nearly all actives have a fitted effect of over 60% in size; inactives centre near -12
Target sequence (O94782 whole entry, looked up): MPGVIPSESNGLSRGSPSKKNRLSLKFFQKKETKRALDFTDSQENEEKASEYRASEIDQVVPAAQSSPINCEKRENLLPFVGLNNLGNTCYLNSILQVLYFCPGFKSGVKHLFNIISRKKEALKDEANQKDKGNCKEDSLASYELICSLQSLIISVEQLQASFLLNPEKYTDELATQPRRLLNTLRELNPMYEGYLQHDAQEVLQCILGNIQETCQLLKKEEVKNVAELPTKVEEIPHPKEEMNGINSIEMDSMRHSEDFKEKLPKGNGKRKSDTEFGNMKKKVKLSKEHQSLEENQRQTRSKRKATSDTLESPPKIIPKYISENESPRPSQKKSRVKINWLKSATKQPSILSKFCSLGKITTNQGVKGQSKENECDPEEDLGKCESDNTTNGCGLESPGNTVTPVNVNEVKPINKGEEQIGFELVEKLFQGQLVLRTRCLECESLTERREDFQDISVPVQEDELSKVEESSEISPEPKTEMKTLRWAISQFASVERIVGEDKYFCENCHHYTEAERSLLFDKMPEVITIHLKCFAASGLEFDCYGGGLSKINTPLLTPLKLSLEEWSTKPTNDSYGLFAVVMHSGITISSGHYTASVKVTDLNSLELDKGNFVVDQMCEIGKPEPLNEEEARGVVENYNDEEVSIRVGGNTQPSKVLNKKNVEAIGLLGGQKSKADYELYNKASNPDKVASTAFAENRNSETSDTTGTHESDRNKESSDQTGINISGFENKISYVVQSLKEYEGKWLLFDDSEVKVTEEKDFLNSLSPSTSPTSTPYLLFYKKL
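In this screen, compounds sit with the deubiquitinase complex (1nM) for 15 min at room temperature before Ub-Rho is added at 150nM final. Fluorescence rise is then followed for 6 reads every 60 seconds.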
TrxR1 substrate: is turned over as a substrate by rat TrxR1 | Potency, µM (series often up to 114 µM), for inactives: at the top dose activity change, negative = substrate turnover | 0.01% of 390,000 active | purified TrxR1 substrate turnover, NADPH consumption readout; also: potency is read from the fitted curve at half-maximal effect; % is scaled to controls: 0 for no effect and ±100 for the full control effect; nearly all actives have a fitted effect of over 50% in size
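Rat TrxR1, dispensed at 90 nM, was prereduced with 400 uM NADPH (final) for 5 min at ~22 deg C, then incubated with compound 15 min before 400 uM selenite. A first-read NADPH fluorescence drop versus no-compound background flagged substrates.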
Vif-APOBEC3G blk: blocks the Vif interaction with human APOBEC3G; Q9HC16; HeLa A3G-eYFP + Vif (tagged APOBEC3G with the HIV-1 protein that degrades it), YFP fluorescence, overnight; Potency, µM (highest dose often 46.1 µM), for inactives: top-dose activity, negative = active, most hits filed as inhibitors; 0.076% of 410,000 active; AID 602310;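 also: potency is read from the fitted curve at half-maximal effect; % is scaled to controls: 0 for no effect and ±100 for the full control effect; nearly all actives have a fitted effect of over 60% in size; hits raise eYFP signal because A3G escapes Vif-driven loss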
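Read-out is eYFP fluorescence (Ex 488/Em 500-530) from Vif-expressing HeLa A3G-eYFP cells; more signal means A3G escaped Vif-mediated degradation. Cells plated overnight, compound pinned in, incubated overnight at 37 deg C.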
Active calls of the source: *; & = joins results of further samples; [ ] = dose if it differs, or a comment. Unless noted, calls follow the shape of the dose curve; as a rule, active = well fitted curve in the direction sought with a large enough effect; inconclusive = small, poorly fitted or top-dose-only effect, or another doubt; inactive = no such curve, though single readings can be large; an effect the other way counts as inactive or inconclusive. A portion of the library, so the mix of outcomes need not match the whole.

Screening CCn1cc(C(=O)NCc2ccccc2)c(=O)c2cc(S(=O)(=O)N3CCCCCC3)ccc21 returned IDH1 R132H inh -0.2%, RGS4 inhibitor -3.4%, TrxR1 inh 12.4%, Vif-A3F inh 8.9%, Glioma ERSR ind -4.0%, LDHA block -1.5, USP1 inh inconclusive, TrxR1 substrate -1.8% and Vif-APOBEC3G blk -5.1%.
Screening CC(NC(=O)c1cc(F)c(F)cc1Cl)C1CC2CCC1C2 (stereo unspecified) returned IDH1 R132H inh 6.1%, RGS4 inhibitor 13.1%, TrxR1 inh 33.1%[activator], Vif-A3F inh -9.8%, Glioma ERSR ind -1.5%, LDHA block -6.0, USP1 inh -16.7%, TrxR1 substrate 3.4% and Vif-APOBEC3G blk -2.7%.
Cc1nnc(N2C(=O)c3oc4ccccc4c(=O)c3C2c2cccc(OCCC(C)C)c2)s1 (stereo unspecified) was read as IDH1 R132H inh 1.4%, RGS4 inhibitor 0.8%, TrxR1 inh inconclusive, Vif-A3F inh -2.3%, Glioma ERSR ind -0.2%, LDHA block -6.3, USP1 inh inconclusive, TrxR1 substrate inconclusive and Vif-APOBEC3G blk 4.4%.
Screening COc1ccc(CN(C)C(=O)c2cccc(NS(=O)(=O)c3ccccc3)c2)c(OC)c1 returned IDH1 R132H inh -4.0%, RGS4 inhibitor 15.4%, TrxR1 inh 8.9%, Vif-A3F inh 0.4%, Glioma ERSR ind -6.2%, LDHA block -3.8, USP1 inh -20.7%, TrxR1 substrate -1.2% and Vif-APOBEC3G blk 0.4%.
`Cc1occc1-c1nnc(SCC(=O)Nc2ccccc2-c2ccccc2)n1C` gave IDH1 R132H inh 3.5%, RGS4 inhibitor -25.7%, TrxR1 inh -19.8%, Vif-A3F inh -3.3%, Glioma ERSR ind -6.0%, LDHA block -1.3, USP1 inh -1.5%, TrxR1 substrate -1.5% and Vif-APOBEC3G blk 0.8%.
CCOC(=O)N1CCN(C(=O)c2ccc3c(=O)n(CCOC)c(=O)[nH]c3c2)CC1 was read as IDH1 R132H inh 9.4%, RGS4 inhibitor 6.7%, TrxR1 inh 12.5%, Vif-A3F inh 6.3%, Glioma ERSR ind -1.9%, LDHA block -4.7, USP1 inh -13.8%, TrxR1 substrate 6.1% and Vif-APOBEC3G blk 1.5%.
`Cc1nc2cc(-c3ccc(Cl)cc3)nn2c(C)c1CCC(=O)N1CCN(c2ccccc2)CC1` gave IDH1 R132H inh 5.1%, RGS4 inhibitor 3.3%, TrxR1 inh 7.3%, Vif-A3F inh -7.8%, Glioma ERSR ind -3.4%, LDHA block -4.6, USP1 inh -8.6%, TrxR1 substrate 4.1% and Vif-APOBEC3G blk -4.0%.
COc1cccc(OC)c1C(=O)Nc1cc(C)nn1-c1nc2ccccc2[nH]1 was read as IDH1 R132H inh inconclusive, RGS4 inhibitor -7.3%, TrxR1 inh 25.6%[57.1 µM], Vif-A3F inh -22.2%, Glioma ERSR ind 1.0%, LDHA block -8.0, USP1 inh -17.8%, TrxR1 substrate 8.9%[57.1 µM] and Vif-APOBEC3G blk -15.8%.
Screening CCS(=O)(=O)Nc1cc2c3c(c1)CCN3C(=O)CC2 returned IDH1 R132H inh -0.3%, RGS4 inhibitor -18.5%, TrxR1 inh -6.2%, Vif-A3F inh -1.1%, Glioma ERSR ind -4.4%, LDHA block -4.9, USP1 inh -18.1%, TrxR1 substrate 4.6% and Vif-APOBEC3G blk -2.9%.
For COc1cc(OC)cc(C(=O)Nc2cccc3cccnc23)c1 the results were IDH1 R132H inh 7.7%, RGS4 inhibitor -18.9%, TrxR1 inh -2.8%[57.1 µM], Vif-A3F inh 0.8%, Glioma ERSR ind -3.1%, LDHA block -2.5&18.5, USP1 inh -13.6%, TrxR1 substrate 5.8%[57.1 µM] and Vif-APOBEC3G blk -7.4%.
Screening O=[N+]([O-])c1ccc(-c2nnc(CNC3CCCC3)o2)cc1 returned IDH1 R132H inh -2.0%, RGS4 inhibitor -25.4%, TrxR1 inh 20.6%[57.1 µM], Vif-A3F inh 1.8%, Glioma ERSR ind -4.4%, LDHA block 0.7, USP1 inh -19.9%, TrxR1 substrate 6.2%[57.1 µM] and Vif-APOBEC3G blk 2.3%.
`CCc1nnc(NS(=O)(=O)c2ccc(NS(=O)(=O)c3ccccc3[N+](=O)[O-])cc2)s1` gave IDH1 R132H inh 0.0%, RGS4 inhibitor -19.2%, TrxR1 inh 25.3%, Vif-A3F inh inconclusive, Glioma ERSR ind -4.1%, LDHA block -0.6, USP1 inh -16.8%, TrxR1 substrate 2.3% and Vif-APOBEC3G blk 0.4%.
`COc1ccc(Cl)c(NC(=O)NCCN2CCN(c3ccccc3)CC2)c1` gave IDH1 R132H inh -0.5%, RGS4 inhibitor -39.4%, TrxR1 inh 13.8%[57.1 µM], Vif-A3F inh -0.2%, Glioma ERSR ind -2.7%, LDHA block -4.6, USP1 inh -5.5%, TrxR1 substrate 12.9%[57.1 µM] and Vif-APOBEC3G blk -2.2%.
CC1CCN(C(c2nnnn2CCc2ccccc2)C(C)C)CC1 (stereo unspecified) was read as IDH1 R132H inh 5.8%, RGS4 inhibitor 20.6%, TrxR1 inh 24.7%, Vif-A3F inh -0.5%, Glioma ERSR ind 2.3%, LDHA block -2.2, USP1 inh -6.8%, TrxR1 substrate -0.9% and Vif-APOBEC3G blk -0.2%.
`Nc1cc(=O)[nH]c(SCc2nnnn2-c2ccc(Cl)cc2)n1` gave IDH1 R132H inh 0.6%, RGS4 inhibitor -8.6%, TrxR1 inh 17.4%, Vif-A3F inh 5.5%, Glioma ERSR ind -5.4%, LDHA block -0.4, USP1 inh -7.8%, TrxR1 substrate -1.3% and Vif-APOBEC3G blk 1.1%.
Screening CCc1ccccc1OCc1nc2ccc(S(=O)(=O)N3CCOCC3)cc2[nH]1 returned IDH1 R132H inh -7.3%, RGS4 inhibitor -22.3%, TrxR1 inh -6.0%, Vif-A3F inh -1.1%, Glioma ERSR ind -0.2%, LDHA block -1.3, USP1 inh -12.8%, TrxR1 substrate -5.7% and Vif-APOBEC3G blk -2.4%.
O=c1[nH]c2ccc(NC(=S)NC3CCCCC3)cc2[nH]1 was read as IDH1 R132H inh 3.5%, RGS4 inhibitor -12.8%, TrxR1 inh 14.9%[57.1 µM], Vif-A3F inh 1.9%, Glioma ERSR ind -1.8%, LDHA block -1.1, USP1 inh 1.3%, TrxR1 substrate 8.7% and Vif-APOBEC3G blk 1.4%.
O=C(NCC1OCCCN1S(=O)(=O)c1cc(F)ccc1F)C(=O)NC1CCCCCC1 (stereo unspecified) was read as IDH1 R132H inh -5.8%, RGS4 inhibitor 12.9%, TrxR1 inh 22.9%, Vif-A3F inh 7.3%, Glioma ERSR ind -0.7%, LDHA block -10.7, USP1 inh -7.9%, TrxR1 substrate -3.3% and Vif-APOBEC3G blk 1.5%.
Screening O=C(NCCCCc1ccccc1)c1cccc([N+](=O)[O-])c1 returned IDH1 R132H inh 3.6%, RGS4 inhibitor 21.0%, TrxR1 inh 21.6%, Vif-A3F inh 0.3%, Glioma ERSR ind -3.3%, LDHA block 1.7, USP1 inh -3.3%, TrxR1 substrate -5.8% and Vif-APOBEC3G blk -0.1%.
`COc1ccc2nc(-c3cccc(N)c3)[nH]c2c1` gave IDH1 R132H inh 10.9%, RGS4 inhibitor -17.7%, TrxR1 inh 28.6%[57.1 µM], Vif-A3F inh -12.1%, Glioma ERSR ind -11.0%, LDHA block 2.1, USP1 inh -7.4%, TrxR1 substrate 73.5%[activator][57.1 µM] and Vif-APOBEC3G blk -0.3%.
`CCOC(=O)Cc1csc(NC(=O)c2csc(C)c2)n1` gave IDH1 R132H inh 1.1%, RGS4 inhibitor -2.5%, TrxR1 inh -1.0%, Vif-A3F inh -7.4%, Glioma ERSR ind 1.0%, LDHA block -3.1, USP1 inh 0.0%, TrxR1 substrate -0.9% and Vif-APOBEC3G blk 1.6%.
`COc1ccc2c3n([n+]([O-])c2c1)CCN=C3c1cc(Cl)c(N)c(Cl)c1` gave IDH1 R132H inh -8.9%, RGS4 inhibitor 21.5%, TrxR1 inh -7.7%, Vif-A3F inh -2.4%, Glioma ERSR ind 2.9%, LDHA block 7.5, USP1 inh 3.7%, TrxR1 substrate -8.3% and Vif-APOBEC3G blk -18.4%.
`N#CCSc1nc2ccccc2c(=O)n1CCC(=O)NC1CCCCC1` gave IDH1 R132H inh 8.6%, RGS4 inhibitor 7.0%, TrxR1 inh 8.6%, Vif-A3F inh -10.2%, Glioma ERSR ind -0.9%, LDHA block -8.7, USP1 inh -13.4%, TrxR1 substrate 3.0% and Vif-APOBEC3G blk -0.2%.
CCN(CC)CCn1c(/N=C/c2cc(Br)ccc2O)nc2ccccc21 was read as IDH1 R132H inh 2.3%, RGS4 inhibitor -21.1%, TrxR1 inh 10.7%, Vif-A3F inh -7.0%, Glioma ERSR ind -0.7%, LDHA block 0.3, USP1 inh -7.2%, TrxR1 substrate 1.5% and Vif-APOBEC3G blk -5.6%.

Screens: PubChem BioAssay, National Center for Advancing Translational Sciences (NCATS)
